Source: PubChem BioAssay
12-LOX inh = blocks human arachidonate 12S-lipoxygenase; P18054; purified 12hLO, xylenol orange hydroperoxide absorbance; Potency, µM (titrated, usually from 108 µM), for the others: at the highest dose activity change, negative = inhibition, actives largely listed as inhibitors; actives 1.1% (n = 580,000); further: on the % scale 0 is the no-effect control and ±100 the full control effect
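Purified human 12hLO (150 nM final) in 25 mM Hepes, 0.01% Triton X-100, pH 7.0 was preincubated 15 min at room temperature with compound. Then 40 uM arachidonic acid was added, 30 min. Hydroperoxide was read by Fe-XO absorbance ratio 573/405 nm.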
RXFP1 ag = activates the human relaxin receptor RXFP1. actives 0.3% (n = 370,000). Q9HBX9. Potency, µM (titrated, usually from 57.5 µM), for inactives: top-dose activation, most hits filed as activators. HEK293T-RXFP1 cAMP TR-FRET, 30 min; response scale: percent of porcine relaxin response, buffer zero; further: on the % scale 0 is the no-effect control and ±100 the full control effect; nearly all actives have a fitted effect of over 60% in size; many of its hits are not listed in these tables
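HEK293 cells stably expressing RXFP1, treated 30 min at 37C with compounds plus PDE4 inhibitor Ro 20174; cAMP measured by HTRF TR-FRET. Normalized to buffer and 29 nM porcine relaxin; EC50 by Hill fit.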
rTrxR1 inhibitor = blocks rat thioredoxin reductase 1 | AID 588453 | actives 1% (n = 390,000) | recombinant rTrxR1, NADPH fluorescence consumption, selenite substrate | Potency, µM (titrated, usually from 114 µM), for inactives: at the top dose activity change, negative = inhibition, hits mostly inhibitors | O89049; further: on the % scale 0 is the no-effect control and ±100 the full control effect; nearly all actives have a fitted effect of over 65% in size
Target sequence (O89049 whole entry, looked up): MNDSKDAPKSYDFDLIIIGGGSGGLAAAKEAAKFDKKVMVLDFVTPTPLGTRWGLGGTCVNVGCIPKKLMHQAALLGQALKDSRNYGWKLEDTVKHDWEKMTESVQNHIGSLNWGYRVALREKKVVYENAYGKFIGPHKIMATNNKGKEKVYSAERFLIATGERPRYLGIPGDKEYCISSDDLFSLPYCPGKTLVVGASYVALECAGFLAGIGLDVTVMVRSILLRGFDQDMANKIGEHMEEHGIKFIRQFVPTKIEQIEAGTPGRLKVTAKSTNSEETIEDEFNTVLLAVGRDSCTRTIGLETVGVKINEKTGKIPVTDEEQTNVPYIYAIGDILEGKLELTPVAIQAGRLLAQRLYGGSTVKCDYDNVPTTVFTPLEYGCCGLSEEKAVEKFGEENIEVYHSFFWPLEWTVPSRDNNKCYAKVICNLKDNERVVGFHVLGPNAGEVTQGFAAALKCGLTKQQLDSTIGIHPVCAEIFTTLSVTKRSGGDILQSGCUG
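Rat TrxR1 (90 nM in the dispensed reagent) was pre-reduced with 400 uM NADPH for 5 min at room temperature, then incubated with compound for 15 min. After 400 uM selenite was added, NADPH fluorescence (Ex 340/Em 450 nm) was followed for 8 min.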
mIDH1 inhibitor = inhibitors of human mutant IDH1 R132H; IDH1-R132H enzyme, NADPH consumption, diaphorase/resazurin fluorescence; Potency, µM (top dose mostly 76.6 µM), for inactives: at the highest dose activity change, negative = inhibition, actives largely listed as inhibitors; actives 0.093% (n = 390,000); AID 602179; further: on the % scale 0 is the no-effect control and ±100 the full control effect; nearly all actives have a fitted effect of over 65% in size
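IDH1-R132H (0.5 ug/mL) preincubated 30 min with compound, then NADPH (0.016 mM) and alpha-KG (2 mM) added; 80 min at RT, pH 7.5. Remaining NADPH coupled via diaphorase/resazurin to fluorescence (540/590 nm); concentration-response curves normalized to no-enzyme control.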
Vif-A3G inh = Vif-A3G binding inhibition; Q9HC16; HeLa A3G-eYFP + Vif (tagged APOBEC3G with the HIV-1 protein that degrades it), YFP fluorescence, overnight; Potency, µM (titrated, usually from 46.1 µM), without a hit: top-dose activity, negative = active, actives largely listed as inhibitors; actives 0.076% (n = 410,000); AID 602310;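 further: on the % scale 0 is the no-effect control and ±100 the full control effect; nearly all actives have a fitted effect of over 60% in size; hits raise eYFP signal because A3G escapes Vif-driven loss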
Target sequence (Q9HC16 whole entry, looked up): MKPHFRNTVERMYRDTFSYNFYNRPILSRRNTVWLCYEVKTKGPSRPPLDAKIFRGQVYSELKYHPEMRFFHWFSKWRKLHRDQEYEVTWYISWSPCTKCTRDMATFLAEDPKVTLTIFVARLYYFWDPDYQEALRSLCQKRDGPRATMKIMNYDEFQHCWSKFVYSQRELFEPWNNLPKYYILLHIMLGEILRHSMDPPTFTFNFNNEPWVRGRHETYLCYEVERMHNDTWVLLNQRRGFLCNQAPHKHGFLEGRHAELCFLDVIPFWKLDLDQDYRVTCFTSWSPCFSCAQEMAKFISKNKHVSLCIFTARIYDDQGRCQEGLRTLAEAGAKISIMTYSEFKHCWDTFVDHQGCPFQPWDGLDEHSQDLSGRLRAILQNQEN
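Read-out is eYFP fluorescence (Ex 488/Em 500-530) from Vif-expressing HeLa A3G-eYFP cells; more signal means A3G escaped Vif-mediated degradation. Cells plated overnight, compound pinned in, incubated overnight at 37 deg C.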
TrxR1 substrate = rat thioredoxin reductase 1 substrate activity; actives 0.01% (n = 390,000); Potency, µM (doses to about 114 µM), for inactives: top-dose activity change, negative = substrate turnover; purified TrxR1 substrate turnover, NADPH consumption readout; further: on the % scale 0 is the no-effect control and ±100 the full control effect; nearly all actives have a fitted effect of over 50% in size
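Rat TrxR1, dispensed at 90 nM, was prereduced with 400 uM NADPH (final) for 5 min at ~22 deg C, then incubated with compound 15 min before 400 uM selenite. A first-read NADPH fluorescence drop versus no-compound background flagged substrates.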
Vif-APOBEC3F blk = blocks the Vif interaction with APOBEC3F; Potency, µM (top dose mostly 46.1 µM), inactives show at the top dose activity, negative = active; AID 602313; HeLa A3F-eYFP + Vif (tagged APOBEC3F with the HIV-1 protein that degrades it), YFP fluorescence increase; actives 0.2% (n = 390,000); further: % of control where 0% means no effect; nearly all actives have a fitted effect of over 65% in size
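HeLa cells stably expressing Vif plus C-terminally eYFP-tagged A3F were seeded, incubated overnight at 37 deg C, dosed with compound, incubated overnight again at 37 deg C. Yellow fluorescence (Ex 488/Em 500-530) reported blocked Vif-mediated A3F-eYFP degradation.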
USP1 inh = blocks the human USP1/UAF1 deubiquitinase complex; O94782; recombinant USP1/UAF1, Ub-Rhodamine cleavage fluorescence; Potency, µM (titrated, usually from 57.1 µM), for the others: at the highest dose activity change, negative = inhibition, actives largely listed as inhibitors; actives 0.23% (n = 390,000); AID 743255; further: on the % scale 0 is the no-effect control and ±100 the full control effect; nearly all actives have a fitted effect of over 60% in size; inactives centre near -12
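USP1/UAF1 complex at 1 nM was preincubated with compound for 15 min at room temperature, then Ub-Rho substrate (150nM final) was added. Fluorescence (480/540 nm) was read kinetically, 6 reads every 60 seconds.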
RGS4 inhibitor = blocks human RGS4-accelerated GTP hydrolysis | Transcreener GDP fluorescence polarization, RGS4-accelerated GTP hydrolysis | Potency, µM (doses to about 114 µM), inactives show at the top dose activity change, negative = inhibition, hits mostly inhibitors | actives 0.039% (n = 390,000); further: on the % scale 0 is the no-effect control and ±100 the full control effect; nearly all actives have a fitted effect of over 75% in size; some results filed as inactive show a strong effect at the top dose
Target sequence (P49798 whole entry, looked up): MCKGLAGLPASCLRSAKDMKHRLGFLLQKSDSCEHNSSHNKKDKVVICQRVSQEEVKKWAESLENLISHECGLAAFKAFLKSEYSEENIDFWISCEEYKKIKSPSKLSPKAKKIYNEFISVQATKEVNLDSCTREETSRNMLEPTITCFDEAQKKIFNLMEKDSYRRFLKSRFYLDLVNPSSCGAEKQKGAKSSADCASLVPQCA
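MLSMR compounds (23 nl, pin-transferred) preincubated 10 min at room temperature with a 500nM (2x) first reagent, then RGS4 at 900nM (2x) plus Transcreener GDP mix added; fluorescence polarization (620/688 nm) read before and after 90 min at 30 °C.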
* = called active by the depositor; ? = inconclusive; . = not tested or not shown; & = joins results of further samples; [ ] = another dose, or the depositor's remark. The call rests on the fitted dose curve; in most records, active means well fitted curve in the direction sought with a large enough effect; inconclusive means small, poorly fitted or top-dose-only effect, or another doubt; inactive means no such curve, though single readings can be large; an effect the other way counts as inactive or inconclusive. Potency means the concentration at half of the fitted maximal effect.

SMILES	12-LOX inh	RXFP1 ag	rTrxR1 inhibitor	mIDH1 inhibitor	Vif-A3G inh	TrxR1 substrate	Vif-APOBEC3F blk	USP1 inh	RGS4 inhibitor
CCOC(=O)c1cc(S(=O)(=O)Nc2cc(F)ccc2C)[nH]n1	?	5.2%	20%[57.1 µM]	-7%	-5%	-3%[57.1 µM]	-3%	-22%	-14%
O=C(COC(=O)c1cccc2ccccc12)NCC1CCCO1 (stereo not given)	1%	0.2%	20%[57.1 µM]	-2%	2%	43%[activator][57.1 µM]	2%	-8%	13%
CC(C(=O)NC1CCCCC1)N1CCN(C)CC1 (stereo not given)	-13%	0.0%	28%	-14%	4%	5%	-5%	-11%	-12%[11.4 µM]
O=C(CNC1CCCC1)Nc1cc(Cl)ccc1[N+](=O)[O-]	-13%	0.8%	6%	6%	6%	0%	-9%	-20%	-11%
O=C(NCc1ccccc1)c1onc(CS(=O)(=O)c2ccccn2)c1C(=O)NCc1ccccc1	17%	-0.7%	-14%	5%	2%	-12%	0%	-30%	-16%
CN(C)CCN(Cc1ccccc1)c1nccc(N(C)C)c1C#N	?	0.4%	21%	4%	0%	21%	-1%	-12%	9%
CCOc1ccccc1NC(=O)CSc1nnc(N)s1	-24%	2.6%	1%	11%	-1%	-2%	3%	-6%	3%
O=c1[nH]cnc2scc(C3COc4ccccc4O3)c12 (stereo not given)	-20%	-0.1%	-7%	-3%	2%	-7%	5%	-16%	-2%
COc1c(S(=O)(=O)n2nc(C)cc2C)ccc(Cl)c1Cl	?	0.8%	13%	1%	0%	-7%	4%	-12%	-13%
CCOC(=O)c1c(C)[nH]c(C)c1S(=O)(=O)N1CCCC(C(=O)Nc2ccc(C)cn2)C1 (stereo not given)	-4%	9.3%	13%[57.1 µM]	7%	0%	1%[57.1 µM]	5%	-21%	-19%
CCOC(=O)CC1ON(C)C(=O)N1c1ccc(Cl)cc1Cl (stereo not given)	8%	0.6%	10%[57.1 µM]	8%	1%	7%[57.1 µM]	-17%	-3%	16%
CCN(c1ccc(OC)cc1)S(=O)(=O)c1nnc(NC(=O)CC(C)C)s1	0%	0.0%	13%	10%	0%	-4%	-6%	-9%	18%
O=C(NCc1ccc(Cl)cc1)c1cc(=O)nc2sc(-c3ccccc3)nn12	2%	0.2%	24%	9%	-1%	7%	-10%	-9%	23%
O=C(Nc1cscc1S(=O)(=O)c1ccccc1)c1ccccc1Cl	191%[activator]	2.3%	16%[57.1 µM]	-1%	-7%	7%	1%	-12%	-19%
COc1cc(C)ccc1OCCSc1nc(-c2cccc(C)c2)nc2cc(=O)[nH]n12	-8%	0.3%	71%[activator][57.1 µM]	-11%	3%	42%[activator][57.1 µM]	0%	-19%	6%
COc1ccc(NC(C)=O)cc1NC(=O)CSc1nnc(-c2ccccn2)n1C	-19%	1.1%	9%	7%	-4%	1%	5%	-15%	28%
Cc1ccc(-c2nc(CS(=O)CC(=O)NCc3ccccc3)c(C)o2)cc1 (stereo not given)	19%[57.4 µM]	1.4%	?	-6%	0%	1%[57.1 µM]	-2%	-1%	-17%
C[C@@H]1CN([C@@H](C)CO)C(=O)c2cc(NS(C)(=O)=O)ccc2O[C@@H]1CN(C)S(=O)(=O)c1ccccc1	-4%	.	8%	12%	0%	10%	6%	-22%	-23%
Cc1nnc(SCCn2c(N3CCN(C)CC3)nc3c2c(=O)n(C)c(=O)n3C)s1	?	1.8%	17%	15%	1%	0%	3%	-4%	11%
COc1cccc(/C(O)=C2/C(=O)C(=O)N(CCN(C)C)C2c2ccccn2)c1 (stereo not given)	-9%	0.9%	?	-3%	-1%	-8%	-10%	-14%	-5%
O=C(CCN1C(=O)COc2ccccc21)NCc1ccco1	-9%	0.7%	?	10%	-2%	-6%	1%	-1%	3%
O=C(O)C1CCCN1S(=O)(=O)c1ccc2c(c1)CCC2 (stereo not given)	-7%	1.5%	-4%	2%	1%	13%	-16%	-7%	-13%
CCOCCOC(=O)c1ccc2c(c1)N(Cc1ccccc1C#N)C(=O)c1ccccc1S2(=O)=O	-6%	-0.6%	12%[57.1 µM]	-4%	3%	-3%[57.1 µM]	-3%	-7%	-4%
CCN1CCN(CC(O)COCc2cc(OC)c(OC)c(OC)c2)CC1 (stereo not given)	-22%	-0.6%	-7%	15%	0%	-10%	-2%	-4%	1%
COc1ccc(/C=N/NC(=O)CSCc2ccc([N+](=O)[O-])cc2)cc1OC	-8%	-1.4%	-12%	-3%	4%	-14%	6%	-5%	16%
O=C(NCCc1ccco1)C(=O)NCCC1CCCCN1S(=O)(=O)c1ccccc1 (stereo not given)	-4%	0.7%	0%	8%	0%	-1%	-13%	-23%	-8%
NNC(=O)c1cccc(COCC(F)(F)C(F)F)c1	-2%	2.6%	11%[57.1 µM]	0%	0%	1%[57.1 µM]	-1%	-18%	3%
CCOC(=O)c1cnn2c(C(F)(F)F)cc(-c3ccc(Br)cc3)nc12	2%	-0.7%	8%[57.1 µM]	4%	-5%	14%[57.1 µM]	-1%	9%	9%
COc1ccc(C(C)=O)cc1CSc1nc2cc(C(=O)O)ccc2c(=O)n1Cc1ccccc1	-20%	6.3%	28µM*	-2%	-3%	-3%	-28%	-4%	?
CC(OC(=O)Cc1n[nH]c(=O)c2ccccc12)C(=O)Nc1cc(Cl)cc(Cl)c1 (stereo not given)	-4%	2.4%	-3%[57.1 µM]	-3%	1%	-3%[57.1 µM]	-7%	-2%	4%

With a hit mark in rTrxR1 inhibitor, of those listed so far:
SMILES	12-LOX inh	rTrxR1 inhibitor	Vif-A3G inh	TrxR1 substrate	USP1 inh	RGS4 inhibitor
COc1ccc(C(C)=O)cc1CSc1nc2cc(C(=O)O)ccc2c(=O)n1Cc1ccccc1	-20%	28µM*	-3%	-3%	-4%	?

Continuation:
SMILES	12-LOX inh	RXFP1 ag	rTrxR1 inhibitor	mIDH1 inhibitor	Vif-A3G inh	TrxR1 substrate	Vif-APOBEC3F blk	USP1 inh	RGS4 inhibitor
CCOC(=O)C1=Nc2ccccc2C1=[N+]=[N-]	9%	0.0%	-14%	4%	-12%	-4%	-2%	-21%	-21%
CC(C)CCNC(=O)CCCC1=NS(=O)(=O)c2ccccc2N1	1%	0.0%	16%	4%	-2%	5%	-8%	-19%	-9%
CCOc1ccc2nc(NC(=O)CSc3nc4ccccc4c(=O)n3Cc3ccco3)sc2c1	0%	0.0%	-12%	14%	-11%	-6%	2%	-18%	-5%
COc1ccc(OC)c(/C=N/NC(=O)c2cc3c(OC)cccc3[nH]2)c1	0%	0.5%	18%[57.1 µM]	-6%	-3%	38%	1%	-20%	-6%
CCCc1nn2c(=O)cc(COC(=O)c3ccc(NC(=O)C(C)Oc4ccccc4)cc3)nc2s1 (stereo not given)	-31%&-23%	-2.9%	8%[57.1 µM]	-2%	8%	-3%[57.1 µM]	-8%	-18%	18%
CCc1ccc(NS(=O)(=O)c2ccc3[nH]cc(C(=O)N4CCCCC4)c(=O)c3c2)cc1	-19%	-0.1%	-18%	4%	1%	-10%	-3%	0%	-19%
OCC1CCN(Cc2nc(Cc3ccccc3Cl)no2)CC1	-5%	-0.2%	12%	-3%	0%	-1%	-7%	-19%	8%
CCOc1nc(NCCO)nc(NCCC2=CCCCC2)n1	-4%[57.4 µM]	1.9%	4%	3%	1%	13%[57.1 µM]	7%	-23%	10%[11.4 µM]
C=CCOc1ccc(/C=C\c2nc(O)c([N+](=O)[O-])c(=O)[nH]2)cc1OC	.	2.0%	?	-3%	0%	-24%	2%	-19%	0%
O=C(COC(=O)c1ccc(F)cc1F)Nc1ccc2c(c1)OCO2	4%	.	.	1%	1%	.	-1%	6%	.

Ordered by the number under rTrxR1 inhibitor (high to low): some entries from above
| canonical_smiles | rTrxR1 inhibitor |
| --- | --- |
| CC(C(=O)NC1CCCCC1)N1CCN(C)CC1 (stereo not given) | 28% |
| O=c1[nH]cnc2scc(C3COc4ccccc4O3)c12 (stereo not given) | -7% |
| CCOc1ccc2nc(NC(=O)CSc3nc4ccccc4c(=O)n3Cc3ccco3)sc2c1 | -12% |

Remaining list, next part:
SMILES	12-LOX inh	RXFP1 ag	rTrxR1 inhibitor	mIDH1 inhibitor	Vif-A3G inh	TrxR1 substrate	Vif-APOBEC3F blk	USP1 inh	RGS4 inhibitor
COc1ccc(CCNC(=O)CSCc2ccc(Br)cc2)cc1OC	-12%	0.9%	19%	4%	1%	8%	2%	-23%	1%
COc1cc(C2c3[nH]c4ccccc4c3C[C@@H]3C(=O)N(Cc4ccco4)CC(=O)N23)cc(OC)c1OC (stereo not given in full)	14%	-0.4%	10%[57.1 µM]	-9%	-10%	11%[57.1 µM]	10%	-18%	-2%
CC1CCCC(NS(=O)(=O)c2ccc3c(c2)OCCO3)C1C (stereo not given)	?	0.5%	7%	5%	-1%	1%	-5%	-16%	-12%
NC(=O)NC(CC(=O)NNC(=O)c1ccccn1)c1ccc(Cl)cc1 (stereo not given)	-2%	-0.5%	16%	-14%	-4%	3%	-1%	-22%	-19%
CC(CO)NS(=O)(=O)c1ccc(Br)cc1F (stereo not given)	-6%	.	17%	29%	2%	-1%	7%	-9%	16%
Cc1ccc(S(=O)(=O)NCc2ccccc2)cc1C(=O)N(C)Cc1ccccc1F	0%	-2.1%	-8%	2%	1%	-14%	5%	-10%	39%

Not all compounds are listed. The share of hits here may be higher or lower than overall.
